Cneo AK release: Cryptococcus neoformans cell lysis inducers, primary screen, AK release luminescence, single concentration; AID 651654, 2012; C. neoformans lysis, adenylate kinase release luminescence, 4 h; normalised: neutral wells 0, clomiphene wells 100; hit rate 0.2% among 360,000; lysis activity, % at 15 µM;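 active = mean lysis activity across replicates of at least 80%, whatever share of replicates individually reach that level; inactive = mean lysis activity below 80%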
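Test system: log-phase Cryptococcus neoformans yeast cells; Quantity: yeast cell density of 5 × 10^6 cells/mL; Buffer or medium: YPD; Doses: single compound concentration per well; Timing: 4 h at 37 °C static, read 1 h later; Measured by: AK luminescence; Read-out basis: lysis from increased AK signal; Control set: Clomiphene as positive control.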
PGC1a acetyl inh: inhibitors of PGC1a acetylation signal, primary screen, cell-based, U2OS, AlphaScreen, inhibitor mode. AlphaScreen anti-acetyl-lysine; with virally co-expressed GCN5 acetyltransferase. inhibition, % at 15.6 µM. hit rate 0.17% among 350,000. AID 651687, 2012;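 active = every replicate shows inhibition of at least 40%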;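 also: 0% = neutral control wells and 100% = positive control wells; some results beyond the cut were filed as inactive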
PglD DTNB: C. jejuni PglD acetyltransferase inhibitors, primary screen, biochemical, DTNB colorimetric, single point; UDP-N-acetylbacillosamine N-acetyltransferase PglD (Campylobacter jejuni); purified PglD enzyme, DTNB colorimetric CoA detection; inhibition, % at 12.5 µM; hit rate 0.098% among 360,000; AID 602405, 2012; in the data active = inhibition above about 16%, passing the limit was not always enough; also: strong numbers were not always called active
miR-122 sensor: miR-122 Renilla sensor signal increase in Huh7, primary screen, miR-122 inhibitor project, cell-based, single point, plate reader | AID 602342, 2012 | activation (reporter increase), % at 12.5 µM | Huh7 miR-122 Renilla luciferase sensor, 48 h; neutral wells = 0, positive control = 100 | hit rate 0.3% among 340,000;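 active = mean replicate activation score at least 90 and every replicate individually at or above 90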;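 also: higher luciferase means less miR-122 activity so hits act as miR-122 inhibitors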
E-selectin induc: E-selectin induction in HUVECs, primary screen, imaging, HUVEC, immunofluorescence imaging, single point; hit rate 0.37% among 260,000; normalized: neutral wells 0, TNF-alpha wells 100; P16581; activation, % at 7.58 µM;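 active = mean E-selectin-positive cell signal at least 10% of the positive control, reached in at least 60% of replicates, without over 20% cell loss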;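 also: in these data hits start at about 27%; measured in HUVEC primary endothelial cells; signal is the percent of cells scored E-selectin positive by PE staining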
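System: HUVEC / Compound: single concentration / Signal: immunofluorescence imaging / Read-out: percent E-selectin-positive cells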
RAD54 inh: inhibitors of human RAD54 branch migration, primary screen, biochemical, fluorescence, single point. DNA repair and recombination protein RAD54-like (Homo sapiens), Q92698. RAD54 Holliday junction branch migration, FAM/BHQ fluorescence. inhibition, % at 10.4 µM. hit rate 0.14% among 360,000. AID 602329, 2012;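 active = mean normalized replicate activity at least 40 and at least half of replicates scoring 40 or more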;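 also: 0% = median of neutral control wells and 100% = median of positive control wells; inhibitors cause a drop in the FAM fluorescence signal; in these data hits start at about 50%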
RAD52 anneal inh: RAD52 DNA annealing inhibitors, primary screen, biochemical, FRET, single point, set 2; DNA repair protein RAD52 homolog (Homo sapiens), P43351; recombinant RAD52 DNA annealing, FRET fluorescence; inhibition, % at 18.7 µM; hit rate 0.46% among 360,000;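 active = every replicate showing at least 50% inhibition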
ERAP1 HTS inh: human ERAP1 aminopeptidase inhibitors, primary screen, biochemical, single point, plate reader; Endoplasmic reticulum aminopeptidase 1 (Homo sapiens), Q9NZ08; recombinant ERAP1, Leu-AMC fluorescence, 60 min; inhibition, % at 10.7 µM; hit rate 0.15% among 340,000;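 active = mean replicate inhibition of at least 30%, or all replicates individually reaching that 30% level; inactive = mean below 30% and not every replicate reaching it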;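 also: 0% = neutral control wells and 100% = L-leucinethiol positive control wells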
Target sequence (Q9NZ08 whole entry, looked up): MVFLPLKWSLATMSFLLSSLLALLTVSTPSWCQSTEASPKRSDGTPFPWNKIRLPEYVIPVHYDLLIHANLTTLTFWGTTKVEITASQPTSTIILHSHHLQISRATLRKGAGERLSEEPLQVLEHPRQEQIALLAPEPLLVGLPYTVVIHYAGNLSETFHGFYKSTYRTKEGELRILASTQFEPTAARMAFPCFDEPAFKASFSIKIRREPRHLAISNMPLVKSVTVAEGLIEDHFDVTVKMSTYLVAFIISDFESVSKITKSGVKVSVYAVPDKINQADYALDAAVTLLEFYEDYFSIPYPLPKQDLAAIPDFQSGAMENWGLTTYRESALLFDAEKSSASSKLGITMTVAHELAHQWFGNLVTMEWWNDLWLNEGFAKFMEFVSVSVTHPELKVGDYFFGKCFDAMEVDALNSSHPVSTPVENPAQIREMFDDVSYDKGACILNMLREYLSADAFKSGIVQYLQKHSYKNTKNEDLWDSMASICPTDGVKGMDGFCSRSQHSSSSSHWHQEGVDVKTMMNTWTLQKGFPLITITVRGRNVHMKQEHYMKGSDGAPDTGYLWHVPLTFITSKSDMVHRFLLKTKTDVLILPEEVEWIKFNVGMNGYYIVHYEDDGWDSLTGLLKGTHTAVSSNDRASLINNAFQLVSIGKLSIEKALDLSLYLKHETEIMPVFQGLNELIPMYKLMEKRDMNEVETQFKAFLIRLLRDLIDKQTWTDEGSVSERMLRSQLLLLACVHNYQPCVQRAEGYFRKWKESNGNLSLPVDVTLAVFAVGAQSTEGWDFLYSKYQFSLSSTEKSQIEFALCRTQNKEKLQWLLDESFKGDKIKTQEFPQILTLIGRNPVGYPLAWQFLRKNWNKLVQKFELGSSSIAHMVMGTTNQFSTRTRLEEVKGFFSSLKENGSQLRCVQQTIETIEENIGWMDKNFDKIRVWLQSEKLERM
Active calls of the source: *; . = no result given; & = joins results of further samples; [ ] = dose if it differs, or a comment.

The line under a structure holds: Cneo AK release	PGC1a acetyl inh	PglD DTNB	miR-122 sensor	E-selectin induc	RAD54 inh	RAD52 anneal inh	ERAP1 HTS inh
O=C(NC1CCCCC1)N[C@@H]1CC[C@@H](CCNS(=O)(=O)c2ccccc2)O[C@@H]1CO
→ 1	-8	-2	.	0.6	8	12	-9
CN(C)N=Nc1nc[nH]c1C(N)=O
→ 4	-4	-5	-2	1.7	-6	-8	3
CCOC(=O)C1=C(O)/C(=C\c2cc(C)n(-c3ccc(F)cc3)c2C)N=C1C
→ 1	9	-8	-3	.	-8	-54	0
CCOc1ccc(N2CC(C(=O)N3CCCCC3)CC2=O)cc1 (stereo not given)
→ -2	0	3	-2	.	-10	-7	-8
O=C(Cc1ccccn1)NCC[C@H]1CC[C@@H](NS(=O)(=O)c2ccc(Cl)cc2)[C@@H](CO)O1
→ 13	4	0	.	0.2	1	-28	-5
CC(C)NC(=O)Nc1ccc2c(c1)CC(=O)N([C@H](C)CO)C[C@H](C)[C@H](CN(C)S(C)(=O)=O)O2
→ -4	-3	-2	1[16.7 µM]	.	-1	-8	0
CCOC(=O)C(NC(=O)Nc1cccc(C)n1)(OCC(F)(F)F)C(F)(F)F (stereo not given)
→ 4	13	-1	-4	.	-9	.	.
COc1ccc(NC(=O)N(C)C[C@@H]2Oc3ccc(NS(=O)(=O)c4ccc(F)cc4)cc3CC(=O)N([C@H](C)CO)C[C@H]2C)cc1
→ .	3	.	8[16.7 µM]	-0.4	.	9	-3
CN(C(=O)CSc1nnc2n1CCCCC2)C1(C#N)CCCCC1
→ -6	14	4	.	-0.2	6	-6	-3
O=C(NNC(=O)C1CCCCC1)C(=O)NC1CCCCC1
→ -2	1	1	-1	.	-6	-2	1
CC1C(C(=O)Nc2ccccc2)CCCC1(C)C(=O)O (stereo not given)
→ 0	7	-5	6	.	5	.	.
CCCNC(=O)C1(C)CCN(C(=O)c2ccc(C)c(F)c2)C1 (stereo not given)
→ 0	1	1	0	-0.1	5	-7	1
Cc1ccc2cc(CN(CCCN(C)C)C(=S)NCc3ccccc3)c(=O)[nH]c2c1C
→ .	7	.	.	-0.1	.	5	2
Cc1ccc2ccccc2[n+]1CCCS(=O)(=O)[O-]
→ 1	-11	4	1	.	2	.	.
CCCNC(=O)N1C[C@H](C)[C@@H](OC)CN(C)C(=O)c2cc(NC(=O)CCC)ccc2OC[C@@H]1C
→ -2	-12	1	.	-0.2	-8	-11	0
Cn1c(CNC(=O)c2ccc(F)cc2)cc2ccccc21
→ -2	-3	-2	5	.	-4	-22	-2
C[C@H](CO)N1C[C@H](C)[C@@H](CN(C)S(=O)(=O)c2ccccc2F)OCc2ccccc2-c2c(n(C)c3ccccc23)C1=O
→ 0	5	0	.	8.0	2	6	2
COc1ccccc1NC(=O)c1ccc(NC(=O)CN2C(=O)CN(C)C2=O)cc1
→ .	6	.	.	5.8	.	-12	-2
CCC(=O)N1CCN(c2ccccc2NC(=O)COc2cc(C)ccc2C(C)C)CC1
→ -2	-15	1	-3	.	-3	-9&-12	-2&-3
C[C@@H]1CN([C@@H](C)CO)C(=O)c2ccccc2-c2ccccc2CO[C@@H]1CN(C)S(=O)(=O)c1cccc(C#N)c1
→ 0	5	-1	.	-0.1	-1	-3	0
CC(=O)c1cccc(NC(=O)COC(=O)CCC(=O)c2ccc(F)cc2)c1
→ 1	-1	3	-1	0.2	-6	9	0
CCOC(=O)c1[nH]c2ccc(OC)cc2c1NC(=S)N1CCN(c2ccccn2)CC1
→ .	-6	.	-4	10	.	-13	2
O=C(Nc1ccc2nc3n(c(=O)c2c1)CCCCC3)c1c(F)ccc([N+](=O)[O-])c1F
→ -1	.	-3	67	.	-7	-13	-3
Cc1ccc(S(=O)(=O)NCC[C@@H]2CC[C@H](NC(=O)C3CCOCC3)[C@@H](CO)O2)cc1
→ 47	-18	0	.	0.1	5	8	-2
CC(C)CCOc1ccc(C(=O)NCCC(=O)N2CCOCC2)cc1
→ -1	0	2	9	.	-1	-3	3
C[C@@H]1CN([C@H](C)CO)C(=O)c2cc(NS(=O)(=O)c3ccccc3)ccc2O[C@@H](C)CCCCO[C@@H]1CN(C)Cc1ccncc1
→ 3	0	1	2[16.7 µM]	.	3	30	-5
CCc1cc(=O)oc2cc(OC(=O)CN3C(=O)NC4(CCCC4)C3=O)ccc12
→ 1	4	1	-2	0.8	5	-5	-67
CC(C)NC(=O)N(C)C[C@H]1Oc2c(NS(=O)(=O)c3cn(C)cn3)cccc2C(=O)N([C@H](C)CO)C[C@@H]1C
→ 0&0	-7&11	-1&1	-3[16.7 µM]	1.1&0.0	0&7	-2&-8	0&-4
COCC#Cc1cnc2c(c1)C(=O)N([C@@H](C)CO)C[C@@H](C)[C@H](CN(C)C(=O)Nc1ccccc1F)O2
→ 3	9	1	-9[16.7 µM]	0.0	-5	-5	3
O=C(COc1ccccc1F)Nc1nnc(C2CCCC2)s1
→ 1	-1	-1	-2	-0.1	9	-11	-1

Profiles, quoted from the list. Order of screens: Cneo AK release | PGC1a acetyl inh | PglD DTNB | miR-122 sensor | E-selectin induc | RAD54 inh | RAD52 anneal inh | ERAP1 HTS inh
Entry for Cc1ccc2ccccc2[n+]1CCCS(=O)(=O)[O-] → 1 | -11 | 4 | 1 | . | 2 | . | .
Entry for C[C@H](CO)N1C[C@H](C)[C@@H](CN(C)S(=O)(=O)c2ccccc2F)OCc2ccccc2-c2c(n(C)c3ccccc23)C1=O → 0 | 5 | 0 | . | 8.0 | 2 | 6 | 2

Further entries.
The line under a structure holds: Cneo AK release	PGC1a acetyl inh	PglD DTNB	miR-122 sensor	E-selectin induc	RAD54 inh	RAD52 anneal inh	ERAP1 HTS inh
CNC(=O)c1[nH]cnc1C(=O)N[C@@H](C)C(=O)OCc1ccccc1
→ 0	1	2	-3	0.0	-12	-3	0
COc1ccc(NC(=O)c2ccc(COc3ccccc3Br)o2)c(OC)c1
→ 2	3	-1	-3	.	-4	-4	3
CSc1ccc(C(=O)C2CCCN(C(=O)c3cccc(N4CCOCC4)c3)C2)cc1 (stereo not given)
→ 2	-4	5	-1	0.7	-5	-13	7
COc1ccc(Cc2nc3ccc(C(=O)NC(C)Cc4ncccc4C)cc3o2)cc1OC (stereo not given)
→ 1	.	5	-7	-0.1	4	-2	-2
COc1ccc(CN(C)C[C@@H]2OCCCC[C@@H](C)Oc3ccc(NC(=O)Nc4ccc(F)cc4)cc3C(=O)N([C@@H](C)CO)C[C@@H]2C)cc1
→ 2	14	14	-4[16.7 µM]	0.4	-6	7	-1
CN1C[C@@H]2C(c3ccc(C(F)(F)F)cc3)C3(c4cccnc4)CC2(C3)[C@H]1c1ccccc1 (stereo not given in full)
→ 5	11	1	5	1.1	-2	1	1
Clc1cc(Cl)c(OCc2nc(-c3ccccn3)no2)cc1Cl
→ 0	-10	4	7	.	7	.	.
O=C(Nc1ccc2c(c1)[C@@H]1C[C@H](CC(=O)N3CCOCC3)O[C@H](CO)[C@@H]1O2)NC1CCCCC1
→ 4	3	0	0[16.7 µM]	-0.1	-29	-1	-3
C[C@@H]1CN([C@H](C)CO)C(=O)c2cccc(NC(=O)Nc3ccc4c(c3)OCO4)c2O[C@@H]1CN(C)C
→ -2	6	-4	11[16.7 µM]	.	2	-1	-3
COc1ccc(CNC(=O)C[C@H]2C[C@@H]3c4cc(NS(=O)(=O)c5ccc(F)cc5)ccc4O[C@@H]3[C@H](CO)O2)cc1
→ -3	-22	-1	3[16.7 µM]	-0.3	-2	1	3
O=C(O)c1c2c(nc3ccc(S(=O)(=O)N4CCC(C(=O)N5CCCCC5)CC4)cc13)CCCC2
→ 0	10	3	8	-0.1	-7	-39	-4
CN1C(=O)c2cc(NC(=O)c3ccc(Cl)cc3)ccc2OC[C@@H]2O[C@H](CC(=O)O)CC[C@H]21
→ 2	0	1	8[16.7 µM]	0.2	1	22	-3
O=C(C[C@@H]1C[C@H]2c3cc(NC(=O)Nc4ccccc4F)ccc3O[C@H]2[C@H](CO)O1)NCc1cc(F)ccc1F
→ 1	-17	3	-3[16.7 µM]	-0.6	-2	-3	0
CNC(=O)CN(c1cccc(Br)c1)S(C)(=O)=O
→ 4	3	-1	-11	.	3	.	.
COCCNC(=O)NC(=O)CN1C(=O)NC(Cc2c[nH]c3ccccc23)C1=O (stereo not given)
→ 0	.	6	.	.	5	11	-3
O=C(NCc1ccco1)C(Cc1ccccc1)N1C(=O)C2C3C=CC(C3)C2C1=O (stereo not given)
→ 3	-8	-2	-3	.	-11	.	.
CCOc1ccc(S(=O)(=O)NCc2ccco2)c2ccccc12
→ -7	-17	-2	122*	.	-1	-50	13
O=C(c1ccc2oc(CCCc3ccccc3)nc2c1)N1CCCC1
→ -13	-4	2	4	.	-4	0	-2
CCc1ccc(NC(=O)[C@H](Cc2ccccc2)NC(=O)C2CCN(C(=O)[C@@H](N)CC(C)C)CC2)cc1
→ -2	-4	-1	0	.	3	-19	-1
CC(Sc1ccccc1)C(=O)NN=C1CCCCCCC1 (stereo not given)
→ 0	0	-2	1	24	4	0	0
CCOC(=O)C1(Cc2cccc(Cl)c2)CCCN(C(=O)c2cnn(CC)c2)C1 (stereo not given)
→ 1	-8	-2	3	-0.1	-9	-14	-3
O=C(C[C@H]1C=C[C@H](NS(=O)(=O)c2ccc(F)cc2)[C@@H](CO)O1)N1CCc2ccccc2C1
→ 1	2	-2	.	-0.3	2	-5	3
CCN(Cc1ccncc1)C(=O)CCc1nnc(CCC2CCCCC2)o1
→ 0	-2	4	-16	-0.2	-6	1	-3
O=C([C@H]1[C@H](CO)[C@H]2Cn3c(ccc(-c4cccnc4)c3=O)[C@H]2N1CC1CC1)N1CCCCC1
→ 0	1	12	1[16.7 µM]	-0.4	5	-3	-4
C[C@@H]1CN([C@H](C)CO)C(=O)c2cccc(NC(=O)Nc3ccc(F)cc3)c2O[C@@H]1CN(C)C(=O)Nc1ccc(C(F)(F)F)cc1
→ 2	6	0	-7[16.7 µM]	-19	-2	-5	4
CCNC(=O)[C@H]1O[C@@H](n2cnc3c(N)nc(NCCc4ccc(CCC(=O)O)cc4)nc32)[C@H](O)[C@@H]1O
→ -1	-14	-4	0	-1.4	5	3	12
Cc1ccc(C)c(Cn2nc3c4ccccc4n(Cc4ccccc4)cc-3c2=O)c1
→ -3	.	-5	6	-0.2	7	-23	2
CCN(CC)S(=O)(=O)c1ccc(Cl)c(NC(=O)COC(=O)c2nc3nc(C)cc(C)n3n2)c1
→ 0	.	-4	.	.	-1	-11	0
N/C(=N\OC(=O)CCC1CCCCC1)c1cccnc1
→ 1	-11	-4	-7	0.6	-6	.	.
C[C@H](CO)N1C[C@H](C)[C@@H](CN(C)S(C)(=O)=O)Oc2c(cccc2N(C)C)C1=O
→ -1	14	10	9[16.7 µM]	0.1	5	4	4
O=C(CCc1ccccc1)Nc1c(F)c(F)c(F)c(F)c1F
→ -2	-17	1	0	.	0	.	.
COc1ccccc1C#Cc1ccc2c(c1)[C@@H]1[C@@H](CCN1C(=O)CN1CCOCC1)[C@@H](CO)N2
→ -21	8	-3	-12[16.7 µM]	0.1	3	.	.
O=C(CSCC(=O)Nc1nccs1)Nc1ccccc1
→ 2	.	5	.	.	4	-9	1
CN(C)/C=C/C(=O)c1ccc(C(F)(F)F)cc1F
→ 0	7	1	.	-0.9	4	2	-1

High-throughput results (PubChem)
